Source: PubChem (NMMLSC)
RGS7-Gao: regulators of human RGS7-Galphao interaction; P09471; Multiplexed bead flow cytometry, RGS7-Galphao binding; actives lie on both sides; binding response (% of control), % at 10 µM; 220,000 tested, 0.35% active; AID 1439; in the data active = binding response below about 49% or above about 150%; inconclusive = no clear call, values can overlap the other calls; inactive = in between;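 also: fluorescent Galphao held in activated GDP-AlF4 state binding bead-coupled RGS7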
Target sequence (P09471 whole entry, looked up): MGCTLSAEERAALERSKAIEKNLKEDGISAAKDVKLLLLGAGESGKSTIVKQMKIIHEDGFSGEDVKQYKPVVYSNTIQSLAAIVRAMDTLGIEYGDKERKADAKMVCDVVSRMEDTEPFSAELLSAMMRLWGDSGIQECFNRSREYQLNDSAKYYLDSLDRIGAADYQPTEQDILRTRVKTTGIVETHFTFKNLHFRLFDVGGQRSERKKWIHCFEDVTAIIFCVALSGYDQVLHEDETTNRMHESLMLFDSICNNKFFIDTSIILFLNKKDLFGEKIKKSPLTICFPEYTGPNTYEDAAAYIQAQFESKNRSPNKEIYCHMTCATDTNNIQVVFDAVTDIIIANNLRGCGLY
GSH fluor: GSH bead compound fluorescence profile. GSH beads flow cytometry, compound fluorescence 488/530 nm; stronger effect = higher value. fluorescence (KMESF) at 10 µM. 190,000 tested, 0.25% active. AID 1776; in the data active = fluorescence above about 89;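 also: glutathione beads carrying GST-tagged Bcl family fusion proteins plus one bare bead set; values are compound well signal with DMSO vehicle wells as background; inactives centre near 16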
Bcl-B Bim block: inhibitors of Bim-Bcl-B interaction, human | Q9HD36 | AID 951 | inhibition, % at 10 µM | 190,000 tested, 0.073% active | bead-based flow cytometry, Bim peptide-Bcl-B binding;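 also: 0% = tracer peptide without compound and 100% = reference inhibitor peptide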
Bim-Bfl-1: inhibitors of Bim-Bfl-1 interaction, human; Bead-based flow cytometry, Bim-Bfl-1 binding inhibition; inhibition, % at 10 µM; 190,000 tested, 0.12% active;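 also: 0% = wells without compound plus tracer and 100% = blocker peptide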
Bcl-W Bim block: disrupts Bim peptide binding to human Bcl-W; Q92843; 190,000 tested, 0.02% active; bead-based flow cytometry; inhibition, % at 10 µM;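 also: 0% = bound tracer without compound and 100% = peptide blocker; higher means less fluorescent Bim peptide bound to Bcl-W beads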
ABCB1 inh: blocks JC-1 efflux by human ABCB1 transporter. P08183. CCRF-Adr cells, flow cytometry. inhibition, % at 6.6 µM. 190,000 tested, 0.067% active; in the data active = inhibition above about 40%;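 also: 0% = vehicle and 100% = reference inhibitor; higher value means more JC-1 retained so stronger ABCB1 efflux block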
Bcl-2 Bim block: disrupts Bim peptide binding to human Bcl-2. inhibition, % at 10 µM. Bead-based flow cytometry, Bim peptide-Bcl-2 binding. AID 950. P10415. 190,000 tested, 0.06% active; in the data active = inhibition above about 40%; inconclusive = no clear call, values can overlap the other calls;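 also: 0% = no compound wells with probe peptide and 100% = reference peptide inhibitor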
RGS4-Gao reg: modulates binding of RGS4 to human Galphao | P09471 | Multiplexed bead flow cytometry; actives lie on both sides | binding response (% of control), % at 10 µM | 220,000 tested, 0.33% active | AID 1415; in the data active = binding response below about 49% or above about 150%; inactive = in between;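 also: fluorescent Galphao activated with aluminum fluoride binding bead-coupled RGS4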
Bim-Bcl-XL: inhibitors of Bim-Bcl-XL interaction, human | Q07817 | inhibition, % at 10 µM | Bim peptide-Bcl-XL binding, bead flow cytometry, fluorescence | 190,000 tested, 0.04% active
RGS8-Gao reg: human RGS8-Galphao interaction regulation | P09471 | multiplexed bead flow cytometry, RGS8-Galphao binding; actives lie on both sides | response (percent of control binding), % at 10 µM | 220,000 tested, 0.34% active | AID 1423; in the data active = response below about 60% or above about 140%; inactive = in between;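 also: Galphao activated as the GDP aluminium fluoride complex binding bead-coupled RGS8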
ABCG2 inh: human ABCG2 inhibition, ABCB1 as counter-screen; 190,000 tested, 0.1% active; inhibition, % at 6.6 µM; Q9UNQ0; AID 1325; IgMXP3 cells, JC-1 efflux, flow cytometry;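 active = inhibition above 80%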;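 also: 0% = DMSO and 100% = nicardipine control wells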
Target sequence (Q9UNQ0 whole entry, looked up): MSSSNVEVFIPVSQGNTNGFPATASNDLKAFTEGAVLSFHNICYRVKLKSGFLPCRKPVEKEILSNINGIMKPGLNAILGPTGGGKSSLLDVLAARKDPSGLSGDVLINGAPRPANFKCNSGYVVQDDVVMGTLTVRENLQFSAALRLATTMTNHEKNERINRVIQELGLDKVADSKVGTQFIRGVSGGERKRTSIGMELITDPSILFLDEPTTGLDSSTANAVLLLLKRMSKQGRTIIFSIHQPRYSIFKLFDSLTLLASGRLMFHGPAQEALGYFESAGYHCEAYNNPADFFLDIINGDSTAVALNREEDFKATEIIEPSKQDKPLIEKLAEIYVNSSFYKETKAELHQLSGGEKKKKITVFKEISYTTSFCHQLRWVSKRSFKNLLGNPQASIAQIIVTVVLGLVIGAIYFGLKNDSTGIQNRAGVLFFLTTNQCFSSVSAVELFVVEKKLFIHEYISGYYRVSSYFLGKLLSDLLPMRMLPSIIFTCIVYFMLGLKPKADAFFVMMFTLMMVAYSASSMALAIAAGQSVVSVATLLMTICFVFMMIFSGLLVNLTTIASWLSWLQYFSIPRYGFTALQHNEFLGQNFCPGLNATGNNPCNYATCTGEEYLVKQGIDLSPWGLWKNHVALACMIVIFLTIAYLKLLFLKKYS
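Test system: IgMXP3 cells (ABCG2) mixed with DDAO far-red-labelled CCRF-Adr cells (ABCB1). Reagent: JC-1 transporter substrate. Compound dosing: single test compound dose, 6.6 µM final. Times: 10 min compound exposure, 25 °C. Detection: flow cytometry of retained JC-1 fluorescence. Read-out basis: efflux inhibition in percent versus controls. Controls: nicardipine and DMSO wells.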
The depositor's hits bear a star. Rule as the data show it, unless noted: active = inhibition above about 40%.

Screening CCc1ccc(NC(=O)Cn2c(=O)oc3cc(S(=O)(=O)N4CCOCC4)ccc32)cc1 returned RGS7-Gao 101.1, GSH fluor 17, Bcl-B Bim block 2.0, Bim-Bfl-1 0.0, Bcl-W Bim block 0.0, ABCB1 inh 0.4, Bcl-2 Bim block 2.0, RGS4-Gao reg 100.8, Bim-Bcl-XL 0.0, RGS8-Gao reg 105.2 and ABCG2 inh 0.3.
O=C(N/N=C/c1ccc(-c2cccc([N+](=O)[O-])c2)o1)c1cccs1 was read as RGS7-Gao 97.1, GSH fluor 23, Bcl-B Bim block 0.0, Bim-Bfl-1 0.0, Bcl-W Bim block -1.0, ABCB1 inh -0.1, Bcl-2 Bim block -2.0, RGS4-Gao reg 100.1, Bim-Bcl-XL 0.0, RGS8-Gao reg 102.4 and ABCG2 inh 0.3.
For COc1ccc(-c2nnn(CC(=O)N(CC(=O)NC3CCCC3)c3ccccc3)n2)cc1OC the results were RGS7-Gao 90.2, GSH fluor 18, Bcl-B Bim block -2.0, Bim-Bfl-1 -3.0, Bcl-W Bim block 0.0, ABCB1 inh 1.3, Bcl-2 Bim block 1.0, RGS4-Gao reg 99.6, Bim-Bcl-XL 0.0, RGS8-Gao reg 99.5 and ABCG2 inh 10.5.
O=C(COC(=O)COc1ccccc1)Nc1ccc(S(=O)(=O)N2CCOCC2)cc1 was read as RGS7-Gao inconclusive, GSH fluor 12, Bcl-B Bim block -1.0, Bim-Bfl-1 3.0, Bcl-W Bim block 1.0, ABCB1 inh -0.2, Bcl-2 Bim block 0.0, RGS4-Gao reg 100.0, Bim-Bcl-XL 0.0, RGS8-Gao reg 99.1 and ABCG2 inh -2.4.
`O=C1N/C(=C/c2ccc(N3CCOCC3)o2)C(=O)N1c1ccccc1` gave RGS7-Gao 98.6, GSH fluor 9, Bcl-B Bim block -4.0, Bim-Bfl-1 15.0, Bcl-W Bim block 0.0, ABCB1 inh 0.0, Bcl-2 Bim block 1.0, RGS4-Gao reg 96.9, Bim-Bcl-XL -6.0, RGS8-Gao reg 95.4 and ABCG2 inh 0.4.
Screening O=C1OCC2=C1C(c1ccc(F)cc1)c1cc3c(cc1N2)OCO3 (stereo not drawn) returned RGS7-Gao 102.7, GSH fluor 11, Bcl-B Bim block -9.0, Bim-Bfl-1 -12.0, Bcl-W Bim block -1.0, ABCB1 inh 0.4, Bcl-2 Bim block -5.0, RGS4-Gao reg 107.1, Bim-Bcl-XL -5.0, RGS8-Gao reg 105.3 and ABCG2 inh 5.5.
For CC(C)NC(=O)NC(=O)CSc1nnc(C(F)(F)F)n1C the results were RGS7-Gao inconclusive, GSH fluor 11, Bcl-B Bim block 1.0, Bim-Bfl-1 -2.0, Bcl-W Bim block 0.0, ABCB1 inh -0.1, Bcl-2 Bim block 0.0, RGS4-Gao reg 100.2, Bim-Bcl-XL 0.0, RGS8-Gao reg 102.3 and ABCG2 inh 0.5.
COC(=O)c1cc(C#N)c(N(C)Cc2ccccc2)nc1C was read as RGS7-Gao 95.3, GSH fluor 12, Bcl-B Bim block 2.0, Bim-Bfl-1 0.0, Bcl-W Bim block 0.0, ABCB1 inh 0.6, Bcl-2 Bim block 2.0, RGS4-Gao reg 92.0, Bim-Bcl-XL 2.0, RGS8-Gao reg 98.3 and ABCG2 inh 3.4.
Screening CC(C)CCNC(=O)CC1Nc2c3ccccc3nc(=S)n2C1=O (stereo not drawn) returned RGS7-Gao 96.6, GSH fluor 34, Bcl-B Bim block -13.0, Bim-Bfl-1 -15.0, Bcl-W Bim block -2.0, ABCB1 inh 0.8, Bcl-2 Bim block -9.0, RGS4-Gao reg 97.2, Bim-Bcl-XL -4.0, RGS8-Gao reg 97.6 and ABCG2 inh 21.3.
For CCCCSc1nc(NCc2ccco2)c2c3c(sc2n1)COC(C)(C)C3 the results were RGS7-Gao 95.9, GSH fluor 37, Bcl-B Bim block -6.0, Bim-Bfl-1 -15.0, Bcl-W Bim block 2.0, ABCB1 inh -0.6, Bcl-2 Bim block -6.0, RGS4-Gao reg 97.6, Bim-Bcl-XL -7.0, RGS8-Gao reg 100.3 and ABCG2 inh 36.2.
`CCCCN(C)CCOc1ccccc1OCC` gave RGS7-Gao 96.8, GSH fluor 14, Bcl-B Bim block -3.0, Bim-Bfl-1 -2.0, Bcl-W Bim block -1.0, ABCB1 inh 0.4, Bcl-2 Bim block -3.0, RGS4-Gao reg 99.7, Bim-Bcl-XL -3.0, RGS8-Gao reg 100.9 and ABCG2 inh 2.5.
Cn1c(=O)c2c(nc(CN3CCc4ccccc4C3)n2Cc2ccc(Cl)cc2)n(C)c1=O was read as RGS7-Gao 100.8, GSH fluor 20, Bcl-B Bim block -7.0, Bim-Bfl-1 4.0, Bcl-W Bim block -2.0, ABCB1 inh 0.1, Bcl-2 Bim block -15.0, RGS4-Gao reg 107.5, Bim-Bcl-XL -5.0, RGS8-Gao reg 98.6 and ABCG2 inh -0.3.

Reprinted from the listing, 2 compounds:
Screening CCc1ccc(NC(=O)Cn2c(=O)oc3cc(S(=O)(=O)N4CCOCC4)ccc32)cc1 returned RGS7-Gao 101.1, GSH fluor 17, Bcl-B Bim block 2.0, Bim-Bfl-1 0.0, Bcl-W Bim block 0.0, ABCB1 inh 0.4, Bcl-2 Bim block 2.0, RGS4-Gao reg 100.8, Bim-Bcl-XL 0.0, RGS8-Gao reg 105.2 and ABCG2 inh 0.3.
O=C(N/N=C/c1ccc(-c2cccc([N+](=O)[O-])c2)o1)c1cccs1 was read as RGS7-Gao 97.1, GSH fluor 23, Bcl-B Bim block 0.0, Bim-Bfl-1 0.0, Bcl-W Bim block -1.0, ABCB1 inh -0.1, Bcl-2 Bim block -2.0, RGS4-Gao reg 100.1, Bim-Bcl-XL 0.0, RGS8-Gao reg 102.4 and ABCG2 inh 0.3.

(continued)
Screening COC(=O)c1nn(-c2ccc(-c3ccccc3)cc2)cc1O returned RGS7-Gao 102.9, GSH fluor 21, Bcl-B Bim block -7.0, Bim-Bfl-1 -18.0, Bcl-W Bim block 1.0, ABCB1 inh -0.6, Bcl-2 Bim block -8.0, RGS4-Gao reg 100.9, Bim-Bcl-XL -7.0, RGS8-Gao reg 101.6 and ABCG2 inh 18.4.
`Cc1ccc(C(C)C)c(OCC(=O)Nc2ccccc2N2CCN(C)CC2)c1` gave RGS7-Gao 102.2, GSH fluor 11, Bcl-B Bim block -2.0, Bim-Bfl-1 -6.0, Bcl-W Bim block -4.0, ABCB1 inh 11.7, Bcl-2 Bim block -3.0, RGS4-Gao reg 100.0, Bim-Bcl-XL -3.0, RGS8-Gao reg 98.7 and ABCG2 inh 4.8.
CCSc1nc(CC)c2c(c1C#N)CCCC2 was read as RGS7-Gao 98.0, GSH fluor 21, Bcl-B Bim block -7.0, Bim-Bfl-1 0.0, Bcl-W Bim block -1.0, ABCB1 inh 0.5, Bcl-2 Bim block -6.0, RGS4-Gao reg 95.3, Bim-Bcl-XL -8.0, RGS8-Gao reg 86.9 and ABCG2 inh 6.6.
Screening S=c1[nH]nc(CSCc2ccccc2Cl)n1-c1ccccc1 returned RGS7-Gao 100.4, GSH fluor 20, Bcl-B Bim block -31.0, Bim-Bfl-1 8.0, Bcl-W Bim block 4.0, ABCB1 inh -3.7, Bcl-2 Bim block 1.0, RGS4-Gao reg 98.0, Bim-Bcl-XL 0.0, RGS8-Gao reg 96.8 and ABCG2 inh -5.4.
For Cc1nn(-c2ccccc2)c(N2CCCC2)c1C=O the results were RGS7-Gao 100.1, GSH fluor 10, Bcl-B Bim block -1.0, Bim-Bfl-1 -6.0, Bcl-W Bim block -1.0, ABCB1 inh 0.2, Bcl-2 Bim block -3.0, RGS4-Gao reg 102.9, Bim-Bcl-XL -3.0, RGS8-Gao reg 103.3 and ABCG2 inh 4.8.
`O=C(NC1CCCCC1)C12CC3CC(C1)CC(n1cncn1)(C3)C2` gave RGS7-Gao 103.2, GSH fluor 9, Bcl-B Bim block -4.0, Bim-Bfl-1 1.0, Bcl-W Bim block -1.0, ABCB1 inh 0.5, Bcl-2 Bim block -4.0, RGS4-Gao reg 100.9, Bim-Bcl-XL -3.0, RGS8-Gao reg 99.2 and ABCG2 inh 1.3.
Screening CCOC(=O)CCn1cnc2ccc([N+](=O)[O-])cc2c1=O returned RGS7-Gao 112.6, GSH fluor 22, Bcl-B Bim block -2.0, Bim-Bfl-1 -2.0, Bcl-W Bim block 3.0, ABCB1 inh -0.1, Bcl-2 Bim block 0.0, RGS4-Gao reg 102.2, Bim-Bcl-XL -2.0, RGS8-Gao reg 99.3 and ABCG2 inh 0.3.
Screening CC(NC(=O)CNC(=O)C(Cc1ccccc1)NC(=O)OCc1ccccc1)C(N)=O (stereo not drawn) returned RGS7-Gao 101.8, GSH fluor 10, Bcl-B Bim block 3.0, Bim-Bfl-1 3.0, Bcl-W Bim block -2.0, ABCB1 inh 0.3, Bcl-2 Bim block 1.0, RGS4-Gao reg 101.4, Bim-Bcl-XL -2.0, RGS8-Gao reg 108.8 and ABCG2 inh -0.7.
For CCC(C)c1ccc(O)c(N)c1 (stereo not drawn) the results were RGS7-Gao 99.0, GSH fluor 14, Bcl-B Bim block -4.0, Bim-Bfl-1 0.0, Bcl-W Bim block 0.0, ABCB1 inh 0.0, Bcl-2 Bim block 2.0, RGS4-Gao reg 101.4, Bim-Bcl-XL 0.0, RGS8-Gao reg 100.5 and ABCG2 inh -0.2.
For COC(=O)c1ccc(-n2cncn2)c([N+](=O)[O-])c1 the results were RGS7-Gao 106.0, GSH fluor 15, Bcl-B Bim block 0.0, Bim-Bfl-1 -4.0, Bcl-W Bim block 1.0, ABCB1 inh 0.3, Bcl-2 Bim block -1.0, RGS4-Gao reg 102.0, Bim-Bcl-XL -2.0, RGS8-Gao reg 99.7 and ABCG2 inh 0.4.
Screening COc1ccc(C(=O)OCC(=O)NC(=O)NC2CCCC2)c(OC)c1 returned RGS7-Gao inconclusive, GSH fluor 11, Bcl-B Bim block -5.0, Bim-Bfl-1 -6.0, Bcl-W Bim block -1.0, ABCB1 inh 0.7, Bcl-2 Bim block -4.0, RGS4-Gao reg 103.7, Bim-Bcl-XL -2.0, RGS8-Gao reg 101.0 and ABCG2 inh 6.5.
`CC(Oc1ccccc1)C(=O)Nc1ccc(C(N)=O)cc1` (stereo not drawn) gave RGS7-Gao 99.2, GSH fluor 16, Bcl-B Bim block 0.0, Bim-Bfl-1 -11.0, Bcl-W Bim block 1.0, ABCB1 inh 0.1, Bcl-2 Bim block -1.0, RGS4-Gao reg 93.6, Bim-Bcl-XL -2.0, RGS8-Gao reg 99.4 and ABCG2 inh 0.6.
`O=C(COc1ccc2ccccc2c1Br)NNC(=O)Nc1ccccc1` gave RGS7-Gao 116.4, GSH fluor 4, Bcl-B Bim block 0.0, Bim-Bfl-1 0.0, Bcl-W Bim block -4.0, ABCB1 inh 0.0, Bcl-2 Bim block -1.0, RGS4-Gao reg 114.5, Bim-Bcl-XL -5.0, RGS8-Gao reg 105.8 and ABCG2 inh 0.5.
COc1ccc(CC(=O)Nc2ccc(S(=O)(=O)Nc3cc(C)on3)cc2)cc1OC was read as RGS7-Gao 102.1, GSH fluor 14, Bcl-B Bim block 0.0, Bim-Bfl-1 0.0, Bcl-W Bim block 1.0, ABCB1 inh 0.3, Bcl-2 Bim block 3.0, RGS4-Gao reg 103.5, Bim-Bcl-XL 1.0, RGS8-Gao reg 100.0 and ABCG2 inh 2.6.
